Compound activity as filed in PubChem.
CIT2-GFP yeast: modulators of CIT2-GFP expression in yeast, primary screen, S. cerevisiae, GFP fusion, multiplex flow cytometry, MLPCN library; GFP response vs DMSO, % at 10 µM; AID 2029, 2009; S. cerevisiae CIT2-GFP strain, 3 h; 100 means same as DMSO wells; 0.065% of 320,000 active;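 active means GFP response relative to DMSO above a set limit, near the screen mean plus 3 SD, cut at about 150% in these data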;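 further: ratio of well median GFP fluorescence to mean of DMSO wells on the plate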
AHR act: AHR activators, primary screen, cell-based, luminescence, luciferase reporter, human. AHR-responsive luciferase reporter cells. activation, % at 5 µM. 2.5% of 320,000 active; in the data active means activation above about 47%;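 further: 0% = vehicle wells and 100% = reference agonist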
Target sequence (P35869 whole entry, looked up): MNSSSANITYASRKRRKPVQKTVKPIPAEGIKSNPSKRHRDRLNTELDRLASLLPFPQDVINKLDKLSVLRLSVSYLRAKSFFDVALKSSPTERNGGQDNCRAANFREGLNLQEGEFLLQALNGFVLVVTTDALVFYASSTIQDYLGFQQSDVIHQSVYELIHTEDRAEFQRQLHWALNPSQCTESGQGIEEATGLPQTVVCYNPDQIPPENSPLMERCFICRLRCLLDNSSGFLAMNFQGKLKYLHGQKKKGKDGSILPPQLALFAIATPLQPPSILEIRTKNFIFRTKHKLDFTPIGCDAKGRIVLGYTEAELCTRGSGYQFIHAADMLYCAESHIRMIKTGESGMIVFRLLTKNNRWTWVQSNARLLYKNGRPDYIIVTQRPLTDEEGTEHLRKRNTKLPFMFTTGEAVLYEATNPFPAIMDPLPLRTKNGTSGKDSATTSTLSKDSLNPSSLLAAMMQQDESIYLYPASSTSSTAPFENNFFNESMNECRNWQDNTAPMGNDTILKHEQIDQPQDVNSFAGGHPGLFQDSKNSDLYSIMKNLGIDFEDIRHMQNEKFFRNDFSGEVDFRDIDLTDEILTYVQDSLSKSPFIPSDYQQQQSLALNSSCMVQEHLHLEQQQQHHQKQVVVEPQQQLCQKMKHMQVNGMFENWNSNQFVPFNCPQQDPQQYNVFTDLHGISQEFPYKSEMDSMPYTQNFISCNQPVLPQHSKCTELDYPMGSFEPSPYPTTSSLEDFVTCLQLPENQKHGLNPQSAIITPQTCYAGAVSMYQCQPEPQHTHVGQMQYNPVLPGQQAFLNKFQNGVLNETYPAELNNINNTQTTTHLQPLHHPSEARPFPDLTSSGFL
LAP4 TOR yeast: modulators of LAP4-GFP expression in yeast, primary screen, S. cerevisiae, multiplex flow cytometry, MLPCN library; 3 h; median GFP as percent of DMSO wells; GFP response vs DMSO, % at 10 µM; 0.34% of 320,000 active; AID 2023, 2009;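 active means GFP response vs DMSO above a set limit, about the screen mean plus 3 SD, cut at about 150% in these data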
AGP1-GFP MLPCN: modulators of AGP1-GFP expression in yeast TOR pathway, primary screen, cell-based, multiplex flow cytometry, S. cerevisiae, MLPCN library; 3 h; GFP as percent of DMSO wells; AID 2066, 2009; 0.02% of 320,000 active; GFP response vs DMSO, % at 10 µM;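 active means GFP response relative to DMSO above a set limit, near screen average plus 3 SD, cut at about 150% in these data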;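 further: median GFP channel fluorescence of the gated AGP1 strain per well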
Efflux pump inh: inhibitors of Candida efflux pumps in yeast, primary screen, S. cerevisiae, Nile Red, multiplex | S. cerevisiae Candida pump triplex | inhibition, % at 10 µM | AID 485275, 2010 | 0.44% of 330,000 active;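 active means plate passing quality check with inhibition over a set limit, or well fluorescence over plate mean plus 4 SD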;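 further: Nile Red retained in pooled yeast measured as flow cytometry median fluorescence; 0% = buffer negative control and 100% = Enniatin B positive control; higher means more Nile Red kept so more efflux inhibition; some compounds called inactive have numbers as strong as hits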
Yeast superoxide: reduction of superoxide in aged yeast, primary screen, HTS | 0.18% of 330,000 active | superoxide response (% of plate mean), % at 10 µM | S. cerevisiae aged cells, superoxide DHE fluorescence; stronger effect = lower value;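 active means superoxide response under a set limit, about three screen SD below normal, cut at about 65% in these data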;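 further: yeast aged for seven days with compound at 30 °C before DHE staining; 100% = average MFI of all compound-treated wells on the plate with controls excluded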
MEP2-GFP yeast: modulators of MEP2-GFP levels in yeast, primary screen, S. cerevisiae, multiplex flow cytometry, MLPCN library | S. cerevisiae MEP2-GFP strain, 3 h; 100% = DMSO control level | GFP response vs DMSO, % at 10 µM | 0.51% of 330,000 active | AID 2016, 2009;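 active means GFP response versus DMSO above a set limit, roughly screen mean plus 3 SD, cut at about 180% in these data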;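 further: median GFP fluorescence of the barcode-gated MEP2-GFP cells per well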
RPL19A-GFP yeast: RPL19A-GFP expression modulators in yeast, primary screen, cell-based, S. cerevisiae, multiplex flow cytometry, MLPCN | percent response vs DMSO, % at 10 µM | 0.3% of 330,000 active | S. cerevisiae RPL19A-GFP strain, 3 h; stronger effect = lower value;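 active means percent response vs DMSO below 50%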;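 further: median channel GFP fluorescence of the barcoded RPL19A-GFP strain; ratio of sample median GFP to plate DMSO average so 100% = DMSO; lower means less RPL19A-GFP as with rapamycin TOR inhibition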
An asterisk follows results filed as active; . = no result given. This is a random part of the collection; overall some 3.9% were active at least once.

SMILES	CIT2-GFP yeast	AHR act	LAP4 TOR yeast	AGP1-GFP MLPCN	Efflux pump inh	Yeast superoxide	MEP2-GFP yeast	RPL19A-GFP yeast
CCOc1cc(C(=O)O)cc(Cl)c1OCC#N	102	2	90	99	0.0	111	100	96
COc1ccc(C(=O)NCc2ccc3c(c2)OCO3)c(OC)c1	97	16	91	94	0.3	104	103	104
CC(C)Oc1ccc(C(=O)NC(=S)N2CCOCC2)cc1	98	14	91	93	-0.1	124	94	96
COc1ccccc1CNC(=O)C/C(C)=N/NC(=O)COc1ccc(C)cc1Br	94	1	93	98	0.2	111	104	103
Cc1ccc(NC(=O)CCc2c(C)nn(-c3ccc(N4CCOCC4)nn3)c2C)cc1C	111	14	106	105	0.0	85	100	101
COc1ccc(CNC(=S)N/N=C(/C)c2ccccc2)cc1	92	13	119	88	0.3	110	101	94
Cc1ccc(-n2nnnc2SCc2ccc(C(=O)O)cc2)cc1C	99	1	102	79	0.3	124	97	104
Cc1cccc(C(=O)N[C@H](C(=O)Nc2nc3ccc(S(C)(=O)=O)cc3s2)C(C)C)c1	103	3	97	102	0.0	100	105	109
Cc1cc(C)nc(SCC(=O)Nc2ncc(Cc3cccc(Cl)c3Cl)s2)n1	110	0	96	110	0.3	99	100	101
COc1ccccc1NS(=O)(=O)c1cccc(C(=O)NN)c1	107	1	99	101	0.5	89	100	.
c1ccc(-n2nnnc2SCc2cn3ccccc3n2)cc1	103	10	101	100	0.0	115	101	100
COc1cccc(C(=O)O/N=C/c2ccc(Sc3ccc(C)cc3)nc2)c1	89	3	90	91	0.2	92	94	94
COc1ccc(C2C(C#N)=C(N)OC3=C2C(=O)CCC3)cc1Cn1nc(C)c([N+](=O)[O-])c1C (stereo not drawn)	102	2	112	101	0.1	106	107	101
Oc1cccc(/C=N/N(Cc2ccccc2)c2ccccc2)c1	92	4	118	103	0.3	93	100	97
Cc1ccc(-n2ccnc(SCC(=O)NC3CCCC3)c2=O)cc1F	113	1	102	102	-0.1	106	103	99
O=c1c2nnn(-c3ccc(Cl)cc3)c2ncn1Cc1ccccn1	90	30	92	88	-0.1	79	95	92
Cc1ccc(-n2nc3c(c2NC(=O)c2ccco2)CS(=O)(=O)C3)cc1	92	-1	95	93	-0.1	102	98	93
CC(OC(=O)c1nsc(Cl)c1Cl)C(=O)NCc1cccs1 (stereo not drawn)	96	1	97	100	-0.1	98	101	95
Cc1ccnc(NS(=O)(=O)c2ccc(N=CC3=C(O)CC(C)(C)CC3=O)cc2)n1	94	0	102	96	0.2	108	100	99
O=C(Nc1ccccc1C(F)(F)F)c1ccc(F)c(S(=O)(=O)N2CCOCC2)c1	67	4	95	74	-0.1	102	93	112
CC1CC(C)(C)Nc2ccc(OC(=O)c3ccco3)cc21 (stereo not drawn)	80	-5	111	91	0.2	94	95	98
Cc1cc(=O)oc2cc(OCC(O)CN3CCc4ccccc4C3)ccc12 (stereo not drawn)	102	2	97	99	-0.1	93	99	97
Cc1cccc(NC(=O)c2ccc(S(=O)(=O)C(F)F)cc2)c1C	93	4	107	97	-0.2	104	100	97
COc1ccc(NC(=O)NC(C(F)(F)F)C(F)(F)F)cc1	90	6	85	99	0.0	101	98	99
Cc1nc2c(-c3ccccc3)c(C)nn2c(C)c1CCC(=O)N1CCOCC1	100	2	100	103	0.1	101	100	99
CCOC(=O)CNC(=O)CSc1ncnc2c1cnn2-c1ccc(Cl)cc1	94	1	104	106	-0.2	109	113	106
O=C1N(Cc2cccc(Cl)c2)C[C@@H]2C[C@@H](c3cccc4ncccc34)N3CCC[C@@]123	103	-2	87	101	-0.1	86	129	102
Cc1cc(=O)cc(C)n1-c1ccc(Cl)c(Cl)c1	108	-1	95	100	0.1	105	106	103
O=C(Oc1ccc2c(c1)O/C(=C\c1ccncc1)C2=O)c1ccccc1	96	6	100	91	0.1	99	103	101
COc1c2ccoc2nc2c(OC)c(OCC(OC(C)=O)C(C)(C)O)ccc12 (stereo not drawn)	99	1	101	101	0.4	107	111	94

Some of these compounds in order of the AGP1-GFP MLPCN value, smallest number first.
structure,AGP1-GFP MLPCN
O=C(Oc1ccc2c(c1)O/C(=C\c1ccncc1)C2=O)c1ccccc1,91
Cc1cccc(NC(=O)c2ccc(S(=O)(=O)C(F)F)cc2)c1C,97
COc1ccc(NC(=O)NC(C(F)(F)F)C(F)(F)F)cc1,99
Cc1nc2c(-c3ccccc3)c(C)nn2c(C)c1CCC(=O)N1CCOCC1,103

Following part
SMILES	CIT2-GFP yeast	AHR act	LAP4 TOR yeast	AGP1-GFP MLPCN	Efflux pump inh	Yeast superoxide	MEP2-GFP yeast	RPL19A-GFP yeast
CC(=O)Nc1ccc(NC(=O)CSc2ccc(-c3ccc(-n4ccnc4)cc3)nn2)cc1	104	12	112	105	0.1	111	111	100
COCCCNC(=O)/C=C/c1cccc(Cl)c1	93	3	97	93	0.0	92	96	95
Cc1ccc(N2C(=O)c3ccc(C(=O)NCCN4CCOCC4)cc3C2=O)cc1	106	3	104	111	0.2	95	103	111
Cc1ccc(C(=O)COC(=O)CCN2C(=O)C3C4CCC(C4)C3C2=O)cc1[N+](=O)[O-] (stereo not drawn)	103	-2	96	106	-0.1	106	101	106
CCOc1ccc(/C=N/NC(=O)c2cc3c(OC)cc(OC)c(OC)c3[nH]2)cc1	86	48*	.	92	0.2	120	98	90
CCOC(=O)c1nc2nc(C)c(Cl)c(=O)n2[nH]1	98	0	107	105	-0.1	94	96	103
COc1cc(CNCc2cccc(OC)c2OC)cc(OC)c1	105	8	84	95	0.3	104	103	102
O=C(Nc1ccc(S(=O)(=O)NC2=NCCCCC2)cc1)c1cccs1	102	0	95	98	0.1	96	101	98
CCOCCCN(C(=O)Nc1ccc(CC)cc1)C1CCN(C(C)=O)CC1	101	-1	97	107	0.1	98	106	99
O=C(O)c1[nH]c2ccccc2c1CC(=O)N1CCOCC1	112	6	93	77	0.3	92	107	97
COc1ccc(-c2[nH]c3ccccc3c2SCCNC(=O)c2cc3ccccc3oc2=O)cc1	99	6	108	109	0.0	100	105	100
COCCCNC(=O)CCCn1c(=O)c2ccccc2n(CC(=O)Nc2c(C)cc(C)cc2C)c1=O	107	1	98	99	0.0	92	103	100
CCn1c(/C=C2\C(=O)N(C(C)C)c3ccccc32)nc2ccccc2c1=O	99	19	101	98	-0.1	116	96	100
CCOc1ccc(OCCCC(=O)N(CC)CC(=O)Nc2c(F)cccc2F)cc1	87	1	108	100	0.1	94	97	101
O=C(O)CCC(=O)Nc1ccc(Oc2ncnc3cc(Cl)ccc23)nc1	93	0	106	105	0.0	87	101	100
COC(=O)c1nn(-c2ccccc2)c(Cl)c1/C=N/OCc1c(Cl)cccc1Cl	90	2	84	98	-0.1	97	95	96
CC1(OC(=O)C2CCCC2)C(=O)C=C2C=C(c3ccsc3)N(C3CCCCC3)C=C2C1=O (stereo not drawn)	57	1	109	60	0.1	94	89	101
COc1ccc(Cl)cc1N(C(=O)c1ccco1)C(C(=O)NC1CCCC1)c1cccnc1 (stereo not drawn)	104	6	91	106	0.1	106	105	105
COc1ccc(C(=O)Nc2cc(Cl)ccc2C(=O)O)cc1	90	36	97	98	1.2	119	101	102
Cc1ccc(NC(=O)c2ccc(N3CCOCC3)c([N+](=O)[O-])c2)cc1S(=O)(=O)N1CCOCC1	97	0	99	101	0.0	97	97	96
Cc1nc2ccccc2c2nc3ccccc3n12	110	36	113	108	-0.1	102	107	104
Cc1[nH]c2ccccc2c1C(=O)C(C)OC(=O)c1ccc([N+](=O)[O-])o1 (stereo not drawn)	97	0	104	100	0.4*	107	92	95
CCOC(=O)c1c(C)[nH]c(C(=O)NNC(=O)c2ccccc2)c1C	88	14	96	94	0.4	126	100	100
Cc1ccc2c(c1)c1c(n2CC(O)CNC2CCCCC2)CCCC1 (stereo not drawn)	97	3	103	104	0.3	94	99	98
CC(C)(C)OC(=O)C[C@H]1C/C=C\C[C@H](CC(=O)N[C@H](CO)Cc2ccccc2)C(=O)N[C@H](C(C)(C)C)COC1=O	90	1	97	94	0.2	105	92	95
CC(CCCC(C)(C)O)NC(=O)c1cc(COc2ccc3ncccc3c2)on1 (stereo not drawn)	97	-1	94	87	-0.1	104	94	90
COc1ccccc1OCCNC(=O)c1ccc(Br)cc1	78	9	110	93	0.4	58*	95	95
Cc1cccc2c(=O)n3c(nc12)CCCCC3	96	0	.	98	0.1	97	91	97
COc1cccc(CNC(=O)CCn2ccc3cc(S(=O)(=O)N4CCC(C)CC4)ccc32)c1	107	4	102	107	-0.6	109	100	108
C/C(=N\NS(C)(=O)=O)c1ccc(C)cc1	113	0	103	113	-0.1	98	105	109
O=C(Nc1nc(-c2ccccc2)cs1)c1ccc(S(=O)(=O)N2CCc3ccccc32)cc1	106	45	98	102	0.1	95	102	100
Cc1nc(-c2cccc(S(=O)(=O)N3CC(C)CC(C)C3)c2)cs1 (stereo not drawn)	95	0	100	90	-0.1	91	91	92
Cc1ccccc1NC(=O)c1cccc(S(=O)(=O)Oc2ccc([N+](=O)[O-])cc2)c1	101	0	104	113	-0.2	103	107	103
COc1cccc(S(=O)(=O)N2CCN(Cc3ccc4c(c3)OCO4)CC2)c1	95	5	77	83	0.1	103	100	99
CCOc1ccc(NC(=O)CCS(=O)(=O)c2ccc(C)cc2)cc1	103	0	96	101	0.1	132	103	102
CC(=O)/C(N=Nc1ccc(-n2ccc(C(F)(F)F)n2)cc1)=C(\C)O	91	-1	110	99	0.0	105	105	98
COc1cccc(C(=O)O[C@@H]2[C@H](Cc3ccccc3)NS(=O)(=O)[C@H]3C[C@@H]4C=C[C@]23O4)c1	107	0	105	98	-0.4	105	88	97
N#Cc1nc(Cc2ccccc2)oc1N1CCN(c2ccccc2)CC1	97	1	115	98	-0.1	111	97	97
O=C(O)CSc1c(-c2ccccc2)c2cc(Cl)ccc2[nH]c1=O	111	-1	97	102	-0.2	96	110	104
O=C1CSC(c2cccc([N+](=O)[O-])c2)N1c1c(F)cccc1F (stereo not drawn)	124	3	104	119	0.0	108	105	107
CCO[C@@H]1OC(C(=O)O)=C[C@H](c2ccc(C(F)(F)F)cc2)[C@H]1CCCO	105	2	97	109	-0.1	100	103	104
CCCOCC(O)CCc1n[nH]c(=S)n1-c1ccccc1 (stereo not drawn)	98	1	106	100	0.4	95	100	99
CCn1cc(C(=O)O)c(=O)c2cc(Br)ccc21	96	3	98	106	0.0	116	97	102
O=S(=O)(NC1=NCCCCC1)c1ccc(F)cc1	93	4	99	101	0.1	107	94	95
CC(C)CC1Nc2ccc(C(=O)NCCCN3CCCCC3C)cc2NC1=O (stereo not drawn)	107	0	114	111	0.0	86	104	104
CC(=O)OCn1nnc2ccccc2c1=O	104	-1	97	107	0.1	94	112	104
COc1ccc(NC(=O)Cc2ccc(-c3ccccc3)cc2)cn1	100	3	108	101	-0.1	101	102	103
CC(=O)N1CCC(N2CCN(Cc3ccc(C)cc3)C(CCO)C2)CC1 (stereo not drawn)	100	-4	103	105	0.0	101	100	103

Entries of single compounds from above:
CC(C)CC1Nc2ccc(C(=O)NCCCN3CCCCC3C)cc2NC1=O (stereo not drawn) reads CIT2-GFP yeast: 107; AHR act: 0; LAP4 TOR yeast: 114; AGP1-GFP MLPCN: 111; Efflux pump inh: 0.0; Yeast superoxide: 86; MEP2-GFP yeast: 104; RPL19A-GFP yeast: 104
CCOc1ccc(NC(=O)CCS(=O)(=O)c2ccc(C)cc2)cc1 reads CIT2-GFP yeast: 103; AHR act: 0; LAP4 TOR yeast: 96; AGP1-GFP MLPCN: 101; Efflux pump inh: 0.1; Yeast superoxide: 132; MEP2-GFP yeast: 103; RPL19A-GFP yeast: 102
